P. falciparum M1AAP: P. falciparum M1AAP inhibitors, biochemical, fluorogenic H-Leu-NHMec substrate, 1536-well (AID 1445); recombinant M1AAP, H-Leu-NHMec fluorogenic kinetic assay; higher % means a stronger effect; inhibition, % at 30 µM, or IC50 in µM where a hit was titrated; 220,000 tested, 0.42% active;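 active = primary inhibition above the hit cutoff, then over 50% inhibition at one or more dose response concentrations, cut at about 23% in these data, passing the limit was not always enough; inconclusive = conflicting primary data, or primary hits not chosen for dose response; inactive = low primary inhibition, or under 50% at every dose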;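 note: plate controls were DMSO full reaction for no effect and no enzyme background for full effect; strong numbers were not always called active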
LYP inhibition: PTPN22 lymphoid phosphatase activity blockers – biochemical, fluorescence intensity, uHTS (AID 1779); recombinant LYP phosphatase, fluorescence intensity; higher % means a stronger effect; inhibition, % at 11.5 µM; hits with a dose series show IC50 in µM; 290,000 tested, 0.054% active;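 note: plate controls were vehicle with enzyme for no effect and no enzyme for full effect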
AID2073: disruptors of CaV2.2 binding to Mint1 – biochemical, HTRF (AID 2073). HTRF protein-protein interaction, Mint1-CaV2.2; higher % means a stronger effect. inhibition, % at 20 µM, or IC50 in µM where a hit was titrated. 290,000 tested, 0.19% active; in the data active = inhibition mostly above about 51%, no sharp cut-off; inconclusive = no clear call, values can overlap the other calls; inactive = mostly below about 53%; note: some results filed as inactive read as strong as hits
M17LAP inhibition: P. falciparum M17LAP inhibitors, primary screen, biochemical, fluorogenic H-Leu-NHMec substrate, 1536-well (AID 1619) | 220,000 tested, 0.38% active | recombinant M17LAP, H-Leu-NHMec fluorogenic kinetic assay; higher % means a stronger effect | inhibition, % at 30 µM, or IC50 in µM where a hit was titrated;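 active = compound inhibiting the enzyme by more than half at any dose during confirmatory dose-response retesting; inconclusive = strong single-dose inhibitors picked by rank but not retested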;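 note: plate controls were full reaction with DMSO carrier for no effect and no enzyme background for full effect; strong numbers were not always called active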
human PMI inhibition: MPI enzyme activity inhibition – biochemical, fluorescence intensity, coupled assay, primary screen (AID 1209); inhibition, % at 20 µM; hits with a dose series show IC50 in µM; purified PMI enzyme, coupled fluorescence intensity; higher % means a stronger effect; 190,000 tested, 0.42% active;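 note: plate controls were DMSO vehicle for no effect and wells lacking substrate for full effect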
SIAH1 antagonists: Siah-1 peptide-binding antagonists, primary screen, biochemical, fluorescence polarization, rhodamine-plectin, uHTS (AID 1817); one-dose displacement, % at 20 µM; IC50 in µM for titrated hits; Siah-1 / rhodamine-plectin peptide fluorescence polarization; higher % means a stronger effect; 290,000 tested, 0.02% active;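 active = displacement of at least 50% at 20 µM, with a fluorescence ratio check between 0.3 and a set limit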;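 note: plate controls were Siah plus tracer with DMSO for no effect and tracer alone without Siah for full effect; strong numbers were not always called active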
Dynein cargo inh: dynein cargo transport inhibition | 3617.4 mouse cells, GR-EGFP nuclear translocation imaging; test concentration mostly 20 µM; stimulated with dexamethasone, 1 µM; active compounds read low | z-score, hits read low | 220,000 tested, 0.47% active | AID 1381;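 active = plate z-score of nuclear minus cytoplasmic receptor signal below a set negative limit, without overly bright fluorescence or cell loss, cut at about -3.5 in these data, passing the limit was not always enough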;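 note: z-score of nuclear minus cytoplasmic ring GR-EGFP intensity difference per well; some compounds called inactive have numbers as strong as hits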
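Medium: Induction medium lacking tetracycline, stripped serum | Probe or stimulus: 1.0 µM final dexamethasone stimulus | Schedule: 48 h induction, then 1 h compound, then 30 min agonist, 37 °C | Signal: Automated 10x imaging of fixed Hoechst-stained cells | Evaluation: Per-cell GR-EGFP intensity, nucleus versus surrounding cytoplasmic ring, well-averaged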
XIAP displacement: XIAP antagonists, biochemical, IAP family, fluorescence polarization (AID 1018); XIAP BIR domain, fluorescence polarization peptide displacement; higher % means a stronger effect; displacement, % at 20 µM; hits with a dose series show IC50 in µM; 200,000 tested, 0.007% active; in the data active = displacement above about 50%; note: a part of the inactive calls stands beside numbers as strong as those of hits
PMI inhibition: MPI inhibition at elevated mannose 6-phosphate – biochemical, fluorescence intensity, high mannose 6-phosphate, primary screen (AID 1220); recombinant PMI enzyme, coupled fluorescence intensity; higher % means a stronger effect; inhibition, % at 20 µM, or IC50 in µM where a hit was titrated; 190,000 tested, 0.66% active
Dynein cargo inh cytoplasmic EGFP: also measured in Dynein cargo inh; calls as there; z-score; measured here: cytoplasmic GR-EGFP intensity; active compounds read high
Dynein cargo inh nuclear GR-EGFP: recorded beside Dynein cargo inh, whose call it bears; z-score; measured here: nuclear GR-EGFP intensity;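 lower value marks the stronger effect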
Dynein cargo inh cell count: also measured in Dynein cargo inh; calls as there; z-score; measured here: cell count per field
* = called active by the depositor; i = inactive; ? = inconclusive; . = no result given. Cut-off read from the data, not from the text of the source, unless noted: active = inhibition above about 50%; inactive = the rest. Compounds were not picked by outcome. About 2.1% of those tested had a hit in this group.

SMILES | P. falciparum M1AAP | LYP inhibition | AID2073 | M17LAP inhibition | human PMI inhibition | SIAH1 antagonists | Dynein cargo inh | Dynein cargo inh cytoplasmic EGFP | Dynein cargo inh nuclear GR-EGFP | Dynein cargo inh cell count | XIAP displacement | PMI inhibition
COc1ccc(NC(=O)Nc2ncn(Cc3cccc(C(F)(F)F)c3)n2)cc1OC | -3% | -11% | -5% | 10% | 16% | 3% | 1.6 | -0.21 | 0.7 | 0.31 | -2.8% | 17%
COc1ccc(CN(Cc2cccnc2)C(=S)NCCc2ccccc2)cc1OC | 3% | -7% | -7% | -13% | 0% | -3% | 0.61 | -0.25 | -0.061 | 0.25 | -3.1% | -3%
CCCNC(=S)N1CCN(CC)CC1 | 2% | -5% | -11% | 4% | 2% | 0% | 0.59 | -0.21 | 0.43 | -0.68 | -2.1% | -5%
Cc1ccc(N2C(=O)c3ccccc3C2Nc2cccnc2)nc1 (stereo unspecified) | 2% | -8% | 11% | 8% | 8% | -1% | -0.25 | -0.21 | -0.038 | 0.017 | -4.3% | 3%
CN(C)c1ccc(/C=N/N=C/c2ccccc2O)cc1 | 2% | -2% | 7% | 0% | -51% | -7% | 1.3 | -0.18 | 0.73 | -0.42 | -6.1% | -91%
O=C(CSc1nc(-c2ccccc2F)nc2nc[nH]c12)Nc1c(Cl)cc(Cl)cc1Cl | -2% | 8% | 0% | 1% | 14% | 26% | -0.72 | -0.13 | -0.49 | -0.73 | -0.8% | -3%
COc1ccc(/C=C(\C#N)C(=O)OCC(=O)NCc2ccccc2Cl)cc1 | 3% | -4% | 28% | -2% | 0% | 4% | -0.41 | -0.18 | -0.05 | 0.49 | -5.7% | -3%
CCNc1nc(NCC)nc(Nn2cnnc2)n1 | 8% | -11% | 4% | -12% | -2% | 4% | 0.98 | -0.19 | 0.89 | 0.025 | -2.4% | -5%
Clc1ccc(/C=N/Nc2nnc(-c3ncc[nH]3)c3ccccc23)cc1 | 4% | -5% | -9% | -2% | -8% | 10% | -0.97 | -0.2 | 0.082 | 1.5 | 3.1% | -6%
O=C1CN=CN=CN1c1ccc(Cl)cc1Cl | -1% | -3% | -1% | 7% | 3% | 32% | 0.26 | -0.21 | -0.071 | -0.25 | 1.6% | -6%
COc1ccc(CN2CCNC(=O)C2CC(=O)NCCc2nc(C)c(C)s2)c(OC)c1 (stereo unspecified) | 11% | -9% | 2% | 7% | . | 22% | -0.16 | -0.21 | -0.051 | -0.27 | . | .
CCCc1nnc(SCCSc2nnc(CCC)n2N)n1N | 0% | -10% | 12% | -6% | 10% | -2% | -0.31 | -0.054 | -0.55 | 0.57 | -3.0% | 10%
Cc1ccc(NC(=O)COC(=O)[C@@H]2CCCN2C(=O)c2cccs2)cc1S(=O)(=O)N(C)C | 9% | -7% | 12% | -4% | . | -4% | 2.1 | -0.18 | 2.4 | -2.6 | . | .
CCCc1cc(=O)[nH]c(SCC(=O)N2CCN(S(=O)(=O)c3ccc4ccccc4c3)CC2)n1 | 2% | -9% | 1% | 4% | 11% | -2% | 2.4 | -0.23 | 0.65 | -0.91 | -2.1% | -4%
Cc1cc(C)cc(Oc2ccccc2/C=C\C(=O)O)c1 | 2% | -1% | 6% | 0% | 4% | 2% | . | . | . | . | -2.4% | 8%
Cc1ccc(SCc2c(-c3ccccc3)nn(C)c2Cl)cc1 | 4% | -2% | -12% | -2% | -1% | -3% | -0.22 | -0.22 | -0.27 | 0.99 | -2.8% | 4%
CN(Cc1nc(CC2CC2)no1)CC12CC3CC(CC(C3)C1)C2 | 2% | -6% | -3% | 13% | 2% | 2% | -0.26 | -0.33 | -0.15 | 0.49 | -1.6% | 1%
Cc1nnc2n(C3CCCCC3)c(=O)c3c4c(sc3n12)COC(C)(C)C4 | 4% | -9% | 5% | 8% | -3% | 1% | -0.46 | -0.33 | -0.61 | 1.2 | -1.7% | -5%
COc1ccc(-c2nsc3c(N4CCCC4)ncnc23)cc1 | 8% | -13% | 19% | 5% | -6% | -4% | 1.9 | -0.19 | 0.6 | -0.75 | 1.1% | -6%
O=C(NC(=S)NNC(=O)c1cccs1)c1ccco1 | ? | -10% | -23% | 82% | 3% | -2% | 1.2 | -0.16 | 0.055 | -3.9 | -8.3% | -20%
CC(C)Cn1c(=O)n(C)c(=O)c2[nH]cnc21 | -7% | 1% | 10% | -2% | . | 3% | 0.37 | -0.66 | 0.65 | -0.91 | . | .
O=C(OCc1ccccc1)c1cn(-c2ccccc2)nc1-c1ccncc1 | -5% | -2% | -5% | 10% | 15% | -1% | -0.27 | -0.35 | 0.02 | 0.47 | -5.7% | 12%
CC(=O)C1=C(O)C(=O)N(c2ccc(C)cc2)C1c1ccccn1 (stereo unspecified) | 0% | -9% | 3% | 19% | -20% | 1% | -0.4 | -0.25 | -0.4 | 0.39 | -0.2% | 7%
CC(C)(C)C(=O)NC(=S)NNC(=O)c1sc2ccccc2c1Cl | -5% | 10% | -2% | 6% | -7% | -10% | -0.0057 | -0.14 | 0.13 | -0.21 | -9.0% | -7%
CCC(C)Sc1nc2c(cnn2-c2ccccc2)c(=O)[nH]1 (stereo unspecified) | -1% | -3% | 11% | -1% | 5% | -9% | 0.29 | -0.24 | 0.32 | 1.4 | -11% | 4%
O=C(COC(=O)c1ccccn1)Nc1ccccc1Cl | -2% | 1% | -14% | -4% | -14% | -4% | 0.1 | -0.16 | 0.055 | -0.065 | -1.1% | -19%
C=C1C(C(=O)Nc2ccc(OC)cc2)C1C(=O)Nc1ccc(OC)cc1 (stereo unspecified) | 1% | -5% | 13% | 4% | . | 0% | 0.31 | -0.29 | 0.16 | 0.74 | . | .
CC/C(=N/Nc1ccccc1C)c1cnnc(SC)n1 | 13% | -1% | -7% | 5% | -48% | 0% | -0.59 | 2 | -0.27 | 0.64 | -6.4% | -128%
Cc1ccc(C(O)P(=O)(OCc2ccccc2)c2ccc(N(C)C)cc2)cc1 (stereo unspecified) | 5% | -4% | 10% | -1% | . | 1% | -0.77 | -0.22 | -0.41 | 0.64 | . | .
COc1ccccc1CNC(=O)CN1C(=O)C(C)N(c2ccc(C)cc2)C1=O (stereo unspecified) | -12% | -10% | 13% | 0% | 11% | 5% | -0.54 | -0.18 | 0.052 | 0.83 | -5.4% | 8%
Cc1ccc(S(=O)(=O)N(C)C)cc1NC(=O)c1sccc1Cl | 1% | -9% | 0% | -1% | . | 4% | 0.54 | -0.28 | 0.21 | 0.51 | . | .
CCCC[C@@H]1CNC(=S)N1CCC12CC3CC(CC(C3)C1)C2 | 6% | 1% | 4% | 1% | 11% | 1% | -0.99 | -0.31 | -0.36 | 0.62 | -6.8% | 3%
COCCNC(=O)C1CCCN(c2ncccn2)C1 (stereo unspecified) | -1% | 3% | 8% | 4% | 6% | -5% | 0.045 | -0.06 | 0.73 | -1.6 | -0.2% | 3%
COC(C)(C)[C@]12CC(O)(c3ccccc3)ON1[C@H]1CCCCC1N2O (stereo partly specified) | 14% | -1% | 4% | 9% | 6% | 4% | -0.1 | -0.31 | -0.27 | 0.53 | -6.2% | 6%
CCn1c(C)cc(/C=C2/NC(=O)N(CC(=O)Nc3cccc(C)c3)C2=O)c1C | 5% | 1% | 11% | 6% | 18% | 1% | 1.3 | -0.22 | 1.4 | -1.9 | -1.4% | 17%
Cc1ccc(NC(=S)Nc2ncccc2C)c(C)c1 | -2% | -1% | -6% | 10% | 8% | 4% | -0.53 | -0.16 | 0.1 | 0.49 | -2.6% | 9%
CCOC(=O)c1cc(C#N)c(N2CCNCC2)nc1C(F)(F)F | -7% | -7% | -9% | -10% | . | 4% | 1 | -0.053 | 0.34 | 0.51 | . | .
O=C(COc1ccc(Cl)c(Cl)c1)NN1C(=O)C2C(C1=O)C1C=CC2C12CC2 (stereo unspecified) | 2% | 0% | 4% | -1% | 8% | 1% | -0.96 | -0.21 | -0.28 | 0.54 | -1.0% | 0%
CCOC(=O)N1CCN(C(=O)CN(c2ccc(Cl)c(C(F)(F)F)c2)S(C)(=O)=O)CC1 | 4% | -2% | 24% | -19% | -12% | -3% | -0.46 | -0.39 | -0.19 | -0.38 | -5.4% | 4%
CC1CCN(C(=O)C2CCC(C)(C(=O)O)C2(C)C)CC1 (stereo unspecified) | 2% | -8% | -3% | 2% | -6% | i | 0.24 | -0.24 | 0.12 | 0.17 | -5.8% | -4%
O=C(COc1ccccc1)NC(NC(=S)Nc1ccccc1O)C(Cl)(Cl)Cl (stereo unspecified) | 7% | -1% | -24% | -4% | 15% | -1% | -0.67 | -0.0037 | -0.35 | 0.89 | 0.6% | 8%
COc1cc(C=O)ccc1OCCOCCOc1cc(C)ccc1Cl | 5% | -1% | 0% | 0% | 5% | 1% | 0.19 | -0.23 | 0.033 | 0.87 | -7.3% | 10%
Cc1ccccc1-n1c(O)c(/C=C/C=Nc2ccccc2)c(=O)[nH]c1=O | 14% | 1% | 4% | 26% | -10% | 5% | 0.041 | 0.041 | 0.29 | -0.046 | -34% | 2%
O=[N+]([O-])c1ccc2c(c1)c(-c1ccccc1)nc1nncn12 | 1% | 4% | 3% | 13% | -4% | 0% | 0.13 | 0.022 | 0.38 | -1.7 | -6.7% | 8%
CSc1n[nH]c(NCc2ccc(Cl)cc2)n1 | -6% | -4% | 1% | 2% | -7% | i | -0.97 | -0.25 | -0.49 | 0.93 | -5.1% | -7%
COc1ccccc1CCNC(=O)CSc1ccc(-c2ccco2)nn1 | 8% | 2% | 68% | 11% | 22% | 52% | 0.077 | -0.017 | 0.0067 | 0.53 | -14% | 44%

Structural class: those above containing a furan ring, fused or not
SMILES | P. falciparum M1AAP | LYP inhibition | AID2073 | M17LAP inhibition | human PMI inhibition | SIAH1 antagonists | Dynein cargo inh | Dynein cargo inh cytoplasmic EGFP | Dynein cargo inh nuclear GR-EGFP | Dynein cargo inh cell count | XIAP displacement | PMI inhibition
O=C(NC(=S)NNC(=O)c1cccs1)c1ccco1 | ? | -10% | -23% | 82% | 3% | -2% | 1.2 | -0.16 | 0.055 | -3.9 | -8.3% | -20%
COc1ccccc1CCNC(=O)CSc1ccc(-c2ccco2)nn1 | 8% | 2% | 68% | 11% | 22% | 52% | 0.077 | -0.017 | 0.0067 | 0.53 | -14% | 44%

Source: PubChem BioAssay
